CHT PAM – allosteric activators of human choline transporter CHT; Q9GZV3; CHT-expressing cells, membrane potential dye, choline EC20; stronger effect = higher value; LV-AA mutant CHT in HEK293 cells; B-score at 10 µM; 0.49% of 310,000 active; AID 488977;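 active = initial fluorescence not abnormally high and integrated response B-score, plate-corrected, over 3 SD above library mean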
OX1R antag – human HCRTR1 antagonism; O43613; CHO/OX1R cells, Fluo-8 calcium fluorescence, orexin A; inhibition, % at 5 µM; 0.43% of 330,000 active; AID 434989;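 active = inhibition above its plate's threshold, mean inhibition of all tested compounds on the plate plus 3 SD, cut at about 37% in these data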;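 note: 0% = orexin A challenge wells and 100% = SB-334867-A antagonist wells; not every result past the cut was called active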
Target sequence (O43613 whole entry, looked up): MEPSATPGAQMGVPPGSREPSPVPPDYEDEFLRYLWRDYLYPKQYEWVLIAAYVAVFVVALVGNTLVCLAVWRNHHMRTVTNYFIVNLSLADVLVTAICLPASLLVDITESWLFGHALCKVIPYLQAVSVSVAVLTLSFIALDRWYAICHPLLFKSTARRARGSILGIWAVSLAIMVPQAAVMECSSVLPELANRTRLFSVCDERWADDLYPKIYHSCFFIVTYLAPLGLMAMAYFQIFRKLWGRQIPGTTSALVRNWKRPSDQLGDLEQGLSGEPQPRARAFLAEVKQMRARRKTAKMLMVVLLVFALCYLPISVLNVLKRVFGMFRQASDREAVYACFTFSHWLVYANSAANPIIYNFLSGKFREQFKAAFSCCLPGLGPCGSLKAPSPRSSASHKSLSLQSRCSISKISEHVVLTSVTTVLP
Starred values were filed as active, the others as inactive; i = inactive; . = no result given.

SMILES	CHT PAM	OX1R antag
C=CCNC(=S)Nc1ccc(Cl)c(S(=O)(=O)N2CCOCC2)c1	i	-9.4
O=C(CN1CCCCCC1)Nc1ccc([N+](=O)[O-])cc1Cl	i	-16.6
Cn1cnnc1SCC(=O)c1c[nH]c2ccccc12	i	-16.9
CN(C(=O)COc1ncnc2ccccc12)C1CCCCC1	.	-14.0
O=C(CSc1nc(-c2ccc(Cl)cc2)[nH]c(=O)n1)Nc1cccc(Cl)c1	i	-26.8
COc1ccc(C)cc1NC(=O)CSc1nc2ccccc2nc1N1CCCCC1	i	-30.2
Clc1cccc(Cl)c1/C=N/Nc1c(Cl)cncc1Cl	i	-27.2
C/C(CS(=O)(=O)c1ccccc1)=N\O	i	-10.9
Cc1ccc(-c2noc(C3CCCN(C(=O)c4cccc([N+](=O)[O-])c4)C3)n2)o1 (configuration not stated)	i	-22.1
CCCOc1ccc(N2C(=O)CC(N(CCc3ccc(S(N)(=O)=O)cc3)C(C)=O)C2=O)cc1 (configuration not stated)	i	-13.7
COc1cc(C(=O)N2C[C@H]3CC[C@H]2C3)ccc1OC1CCN(C(C)=O)CC1	i	3.4
Cc1ccnc(NC(=O)COC(=O)c2ccc(F)cc2F)n1	i	7.3
CCCN1CCN(CCCNC(=O)C(CC)n2nc(C)c3sc4ccccc4c3c2=O)CC1 (configuration not stated)	i	-45.2
COc1cc(C2Nc3ccccc3C(=O)N2c2ccccc2)c(Br)cc1OCC(=O)O (configuration not stated)	i	-7.5
CC(C)CC(NC(=O)c1ccccc1NC(=O)c1ccccc1)C(=O)O (configuration not stated)	i	-19.9
CC(=O)Nc1ccc(SCC(=O)N(CCC#N)c2ccc(C)cc2)cc1	i	-18.2
CCC(C)N1C(=O)C2C(C(=O)Nc3cccc(OC)c3)C3C=CC2(O3)C1C(=O)NC1CCCCC1C (configuration not stated)	i	-16.8
CCOc1ccc(C2=Nc3ccc(Br)cc3C(c3ccc(N4CCOCC4)cc3)=NN2)cc1	i	1.6
Cc1cc(Br)ccc1NC(=O)C1CCCO1 (configuration not stated)	i	-1.7
Cc1cccc(-c2nnc(NC(=O)c3ccc(Cl)cc3)o2)c1	i	-10.2
COc1cc(/C=C/c2c([N+](=O)[O-])c(=O)n(C)c(=O)n2C)cc(OC)c1OC	i	-11.3
COc1ccc(CNC(=O)c2cc(-c3cc(C)cc(C)c3O)n[nH]2)cc1	i	-31.2
CCCCc1nc2cc(C(=O)N3CCCCC3COC)ccc2o1 (configuration not stated)	i	-12.2
COC(=O)COc1ccc(S(=O)(=O)N2CCc3ccccc3C2)cc1C	i	7.3
CCOC(=O)C(C)NC(=O)C(NC(=O)C1CCC(CC)CC1)C(C)C (configuration not stated)	i	-24.1
(further entries)
SMILES	CHT PAM	OX1R antag
CCc1nnc(NC(=O)CSc2nc3cc4c(cc3cc2C)OCCO4)s1	i	-26.5
COc1ccc2nc(NC(=O)c3cccc(N4C(=O)CCC4=O)c3)sc2c1	.	-11.0
COc1cccc(/C=C/C(=O)OCC(=O)N2CCCC2)c1OC	.	-1.1
O=C(CN(CCc1ccccc1)S(=O)(=O)c1ccc(Cl)cc1)N/N=C/c1ccc2c(c1)OCO2	i	-19.4
O=C(C(Cl)Cl)N1CCN(Cc2ccc3c(c2)OCO3)CC1	i	-15.3
Cc1cc(C)nc(/N=C(\N)Nc2ccc(OCCC(C)C)cc2)n1	i	93.9*
C=CCn1c(SCc2ccc(C(=O)NCCO)cc2)nc2ccccc2c1=O	i	-10.0
COc1ccc(S(=O)(=O)N2CCCC(C(=O)N3CCCC3)C2)cc1OC (configuration not stated)	i	0.1
Cc1ccc(C(=O)N2CCCC(C(=O)Nc3cccc(-c4ccc(F)cc4)c3)C2)cn1 (configuration not stated)	i	-48.7
Cn1cc(SCC(=O)NCC2CCCO2)c2ccccc21 (configuration not stated)	i	-17.7
O=S(=O)(c1ccc(Br)cc1Cl)N1CCCN(c2ccc(C(F)(F)F)cn2)CC1	.	0.9
COc1ccc(CC(NC(C)=O)C(=O)NC2CCN(C(=O)Nc3ccccc3C)CC2)cc1OC (configuration not stated)	i	-1.0
Cc1nn(Cc2c(F)cccc2Cl)c(C)c1[N+](=O)[O-]	i	-12.7
CC(=O)NCCC(=O)Nc1nc(-c2ccccc2Cl)cs1	i	5.3
C=CCN(Cc1ccc(Cl)s1)C(=O)CNC(=O)CNC(=O)c1ccc(Cl)cc1Cl	.	-4.2
COc1cc(C(c2c(C)[nH][nH]c2=O)c2c(C)[nH][nH]c2=O)cc(OC)c1OC	i	-16.2
Cc1csc2nc(CNC(=O)CCC(=O)O)cn12	i	10.8
C=CCc1c(C)nc(-c2ccccc2)nc1N/N=C/c1ccncc1	i	-26.5
COc1ccc(NC(=O)C2CCC(CNc3c(N4CCOCC4)c(=O)c3=O)CC2)cc1Cl (configuration not stated)	i	-6.7
O=C(Nc1ccccc1C(=O)N1CCOCC1)C1CC(=O)N(C2CCCC2)C1 (configuration not stated)	i	-4.1
COc1ccc(OC)c(/C=N/NC(=O)CCCC(=O)Nc2cccc(Br)c2)c1	i	-5.2
CCOC(=O)C1=C(C)N(C)C(=O)C1CC(=O)O (configuration not stated)	i	-9.6
Cc1cccc2cc(CN(Cc3nnnn3C3CCCCC3)C3CCCC3)c3nnnn3c12	i	-17.6
Cc1ccc2n(n1)c(=O)c(Cc1ccccc1)c([O-])[n+]2-c1ccccc1	i	-6.1
COc1ccc(NC(=O)CN(C)C(=O)Cc2c[nH]c3ccccc23)cc1	.	-1.2
Next records follow:
SMILES	CHT PAM	OX1R antag
CCCN(CC(=O)Nc1ccc(Cl)cc1Cl)C(=O)/C=C/c1ccco1	i	-16.5
CCOc1ccc(OCc2ccc(C(=O)N3CCc4ccccc4C3)o2)cc1	i	29.8
C/C(O)=C(/C#N)c1nc2ccccc2[nH]1	i	-1.9
CC(=O)c1cc2c(cc1NC(=O)C1CN(C(C)=O)c3ccccc3O1)OCO2 (configuration not stated)	.	15.7
COc1ccc(CN(C)CC(=O)Nc2ccc(SC(F)F)cc2)cc1OC	i	-39.5
O=C1C(=O)N(CCO)C(c2ccccc2)/C1=C(\O)c1ccccc1 (configuration not stated)	i	6.7
CCCc1cc(C(=O)N2CCCC(C(=O)c3cccc4ccccc34)C2)n(C)n1 (configuration not stated)	i	-24.1
CN(CC(=O)Nc1ccccc1C(F)(F)F)C(=O)CSCc1ccccc1	i	-22.1
Cc1ccc(N2CCN(C(=S)c3ccc(-c4ccccc4[N+](=O)[O-])o3)CC2)cc1	i	-6.7
COc1cc(OC)cc(C(=O)N[C@H](C(=O)OCn2nnc3ccccc3c2=O)C(C)C)c1	i	-17.8
Cc1cc(C)n(/N=C/c2cc([N+](=O)[O-])ccc2O)c(=O)c1	i	-17.0
Cc1cc(O)cc2c1C(c1ccc(F)cc1)CC1(CC(C)(C)NC(=S)N1)O2 (configuration not stated)	i	-32.2
COc1ccc2c(c1)[C@H]1[C@H](CO2)[C@H](c2ccccc2)[C@]2(C)C(=O)Nc3ccc(F)cc3C(=O)N12	.	2.2
CCNc1ccc(C2(O)C(=O)c3ccccc3C2=O)cc1	i	-20.8
CSc1ccc(S(=O)(=O)NCC(=O)OC(C)C(=O)NCc2ccccc2)cc1[N+](=O)[O-] (configuration not stated)	i	-20.2
COc1ccccc1NS(=O)(=O)c1cc(NC(=O)CCNC(C)=O)ccc1N1CCCCC1	i	-21.0
Nc1ccc2ncccc2c1	i	-9.0
O=C(CN1CCOCC1)Nc1c(-c2ccccc2)c2cc(Br)ccc2[nH]c1=O	i	-35.7
O=C(Cn1c(=O)oc2cc(S(=O)(=O)N3CCCCC3)ccc21)N1CCCCC1	i	3.0
N#Cc1ccc(OCC(=O)N2CCc3ccccc32)cc1	.	-5.5
CN(C)S(=O)(=O)c1ccc(S(=O)(=O)N2CCN(CCC#N)CC2)cc1	i	12.0
O=C(NCC1CCCCC1)c1ccc(Cl)nc1	i	-18.4
C[C@@H]1CC[C@]2(C(=O)O[C@@H]3O[C@H](CO)[C@@H](O)[C@H](O)[C@H]3O)CC[C@]3(C)C(=CCC4[C@@]5(C)CC[C@H](O[C@@H]6OC[C@H](O)[C@H](O[C@@H]7O[C@H](CO)[C@@H](O)[C@H](O)[C@H]7O)[C@H]6O)C(C)(C)C5CC[C@]43C)C2[C@]1(C)O (some centres not stated)	.	-8.4
O=C(Nc1cccc2nsnc12)c1ccc(-c2cccc(Cl)c2)o1	i	-14.7
COc1ccc(CCNC(=O)COC(=O)c2cncc(Br)c2)cc1OC	.	-9.3
Continuation:
SMILES	CHT PAM	OX1R antag
CCN1CCN(S(=O)(=O)c2ccc(S(=O)(=O)NCC3CCCO3)cc2)CC1 (configuration not stated)	i	-13.7
CCN1CCN(CC(=O)Nc2ccc3c(c2)OCO3)C(=O)C1=O	i	-14.4
CCN(CC(=O)Nc1ccc(N2CCOCC2)cc1)CC(=O)NC(C)(C)C	i	-3.0
O=C(Nc1ccccc1C(=O)Nc1ccccn1)c1ccccc1F	i	-28.6
CC1(/[N+]([O-])=C/c2ccccc2F)CCCCC1=O (configuration not stated)	i	-1.9
O=C(NN=C(c1ccccc1)c1ccccc1)C(CCl)C1CCCCC1 (configuration not stated)	.	-7.2
O=S(=O)(NCCCCCNS(=O)(=O)c1c(F)cccc1F)c1ccc2c(c1)OCCO2	.	-6.6
CCC(C(=O)NC1CCCC1)N(C(=O)Cn1nnc(-c2ccc(C)o2)n1)c1ccc(OC)cc1 (configuration not stated)	i	-9.9
O=C(N/N=C/C(Cl)=C\c1ccccc1)c1cccs1	i	14.7
CC(=O)n1c2ccccc2c2ccccc21	i	9.0
O=C(CN1C(=O)NC2(CCCCCCC2)C1=O)Nc1ccc(Cl)cc1	.	-5.3
Cc1cccc(C(=O)Nc2cc(=O)n(C)c(=O)n2C)c1	i	-24.1
COc1cc(/C=C2\SC(N)=NC2=O)ccc1O	i	.
O=C(NCCc1ccc(F)cc1)c1ccncc1	i	5.2
Cc1nc(C(F)(F)F)c(C(=O)N/N=C(\N)c2ccccn2)s1	i	-1.1
CCOC(=O)c1sc(N2N=C(C)/C(=C\c3ccc(OCC(=O)OC)cc3)C2=O)nc1C	i	-15.9
COc1ccnc(N=CNOCc2cccc(C(F)(F)F)c2)c1C#N	i	-6.2
Cc1ccc(N=c2sc(C)c(C)n2C)cc1	i	-10.9
c1ccn(-c2ccc(N3CCOCC3)cc2)c1	i	-12.9

Hits appear at their usual frequency, and some 0.83% of all compounds hit somewhere here.
